Screening data from PubChem BioAssay.
AmpC detergent: blocks E. coli AmpC beta-lactamase in detergent assay; 370,000 compounds, 0.041% hits; AID 485294; AmpC hydrolysis of nitrocefin, absorbance 480 nm, 0.01% Triton; P00811; Potency, µM (series often up to 114 µM), without a hit: at the top dose activity change, negative = inhibition, usual class: inhibitors;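 also: potency is read from the fitted curve at half-maximal effect; 0% = no-compound wells and -100% = no-enzyme wells; nearly all actives have a fitted effect of over 25% in size; some results filed as inactive show a strong effect at the top dose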
Target sequence (P00811 whole entry, looked up): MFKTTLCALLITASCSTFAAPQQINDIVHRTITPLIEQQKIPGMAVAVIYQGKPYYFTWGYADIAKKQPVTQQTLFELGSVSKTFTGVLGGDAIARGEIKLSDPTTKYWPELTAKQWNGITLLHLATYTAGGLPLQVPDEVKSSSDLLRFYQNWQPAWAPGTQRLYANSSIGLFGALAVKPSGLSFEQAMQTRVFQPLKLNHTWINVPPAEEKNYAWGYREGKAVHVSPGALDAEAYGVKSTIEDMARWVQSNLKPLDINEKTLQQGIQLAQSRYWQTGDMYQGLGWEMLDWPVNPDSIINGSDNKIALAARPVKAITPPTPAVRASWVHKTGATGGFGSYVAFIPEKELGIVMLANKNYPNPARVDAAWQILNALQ
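20 mM phosphate pH 7.0 + 0.01% (detergent screen) or 0.0001% Triton X-100; 5.3 nM AmpC reagent; cpd preinc 15 min RT; nitrocefin (800 uM stock) to start; A480 q20 s × 4 min; Activity was normalised to no-enzyme and no-compound control wells.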
HCMV antiviral: inhibitors of human cytomegalovirus | HFF cells, HCMV-luciferase reporter, 72 h; active compounds read low | activity change, negative = inhibition, % at 57.5 µM | 410,000 compounds, 4.5% hits | AID 1259415; in the data active = activity change below about -60%; inconclusive = no clear call, values can overlap the other calls; inactive = above about -39%
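Steps: HFFs plated, 16 h 37C; compounds added; HCMV-luciferase added to MOI 1 PFU/cell; 72 h 37C; OneGlo reagent, 5 min room temperature; luminescence read, normalized to controls.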
AMA1-RON2 inh: disrupts binding of P. falciparum AMA1 to RON2; AlphaScreen AMA1-biotinylated RON2 peptide binding; Potency, µM (doses to about 58.2 µM), without a hit: top-dose activity change, negative = inhibition, hits mostly inhibitors; 360,000 compounds, 0.2% hits;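 also: potency is read from the fitted curve at half-maximal effect; 0% = vehicle wells and -100% = peptide control; nearly all actives have a fitted effect of over 45% in size; some results filed as inactive show a strong effect at the top dose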
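AMA1 (3D7) with his tag at 25 nM final met compounds first, then biotinylated RON2 peptide at 25 nM; detection used donor plus acceptor beads, 10 µg/mL apiece, read by AlphaScreen after 30 min at room temperature.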
TbPYK inhibitor: inhibitors of Trypanosoma brucei pyruvate kinase | TbPYK enzyme, Kinase-Glo Plus ATP luminescence, 45 min | Potency, µM (doses to about 76.8 µM), without a hit: at the highest dose activity, negative = inhibition, hits mostly inhibitors | AID 624173 | 410,000 compounds, 0.12% hits | Q57TT1; also: potency is read from the fitted curve at half-maximal effect; nearly all actives have a fitted effect of over 50% in size
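TbPYK + substrate in 50 mM TEA pH 7.2, 100 mM KCl, 10 mM MgCl2, 0.05% BSA, 0.01% Tween-20; cpd pinned; ADP 130 uM final; 45 min RT; Kinase-Glo Plus 10 min; luminescence endpoint.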
Sm TGR inh: S. mansoni TGR enzyme inhibition | purified TGR, DTNB reduction, TNB absorbance 405 nm | Potency, µM (top dose mostly 114 µM), without a hit: at the highest dose activity change, negative = inhibition, most hits filed as inhibitors | 360,000 compounds, 3% hits | Q962Y6; also: potency is read from the fitted curve at half-maximal effect; nearly all actives have a fitted effect of over 60% in size
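TGR 20 nM + NADPH 100 uM (dispensed conc.), cpd preinc 15 min RT; start with NADPH (500 uM addition) then DTNB (15 mM addition). Kinetic TNB absorbance, 405 nm filter. Four-parameter Hill fit across titration.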
AmpC inh no detg: inhibitors of E. coli AmpC beta-lactamase without detergent | Potency, µM (highest dose often 57.1 µM), inactives show at the top dose activity change, negative = inhibition, hits mostly inhibitors | AmpC nitrocefin hydrolysis, absorbance 480 nm, 0.0001% Triton | 330,000 compounds, 0.52% hits | P00811;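 also: potency is read from the fitted curve at half-maximal effect; plate controls were no compound for no effect and no enzyme for full effect; nearly all actives have a fitted effect of over 20% in size; some results filed as inactive show a strong effect at the top dose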
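AmpC (5.3 nM in the dispensed reagent) in 20 mM phosphate pH 7.0 with 0.01% (detergent screen) or 0.0001% Triton X-100 was preincubated with compounds for 15 min at room temperature. Nitrocefin was then added from an 800 uM solution, and hydrolysis was followed at 480 nm.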
LmPK inh: LmPK (Leishmania mexicana) enzyme inhibition; purified LmPK, Kinase-Glo ATP luminescence, 1 h; Q27686; Potency, µM (top dose mostly 57.5 µM), for inactives: at the highest dose activity change, negative = inhibition, hits mostly inhibitors; 290,000 compounds, 0.37% hits; also: potency is read from the fitted curve at half-maximal effect
Target sequence (Q27686 whole entry, looked up): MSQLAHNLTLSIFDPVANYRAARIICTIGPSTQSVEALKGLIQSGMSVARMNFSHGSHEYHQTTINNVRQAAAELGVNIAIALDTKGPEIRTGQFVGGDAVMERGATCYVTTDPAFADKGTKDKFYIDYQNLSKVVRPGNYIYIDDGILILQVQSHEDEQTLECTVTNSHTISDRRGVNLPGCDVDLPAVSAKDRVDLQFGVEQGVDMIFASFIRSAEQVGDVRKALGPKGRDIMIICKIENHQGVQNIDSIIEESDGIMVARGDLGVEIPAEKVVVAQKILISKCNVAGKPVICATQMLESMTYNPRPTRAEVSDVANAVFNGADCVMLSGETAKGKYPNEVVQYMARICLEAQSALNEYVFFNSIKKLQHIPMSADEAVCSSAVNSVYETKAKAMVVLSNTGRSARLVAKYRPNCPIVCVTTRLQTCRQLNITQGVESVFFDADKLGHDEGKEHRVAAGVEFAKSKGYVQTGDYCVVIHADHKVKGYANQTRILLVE
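Screened at intermediate enzyme activity to detect both inhibitors and activators: LmPK at 0.1 nM, with a 0.5 nM enzyme column as activation reference. PEP 0.5 mM, ADP 0.1 mM; ATP detected by luminescence after 1 h.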
The depositor's hits bear a star; u = inconclusive; x = no result given; & = joins results of further samples; [ ] = remark or other dose. Unless noted, calls follow the shape of the dose curve; as a rule, active = well fitted curve in the direction sought with a large enough effect; inconclusive = small, poorly fitted or top-dose-only effect, or another doubt; inactive = no such curve, though single readings can be large; an effect the other way counts as inactive or inconclusive. Unless noted, % is scaled to controls: 0 for no effect and ±100 for the full control effect. Not a hit list (roughly 7.4% active in at least one column).

SMILES	AmpC detergent	HCMV antiviral	AMA1-RON2 inh	TbPYK inhibitor	Sm TGR inh	AmpC inh no detg	LmPK inh
O=C(c1ccccc1)N1CCCC(C(=O)N2CCCCC2)C1 (stereo not given)	-15%	-2	4%	0%	-14%	-2%	-2%
COc1ccc(-c2nc3ccccc3s2)cc1NC(=O)c1cc(OC)c(OC)c(OC)c1	24%	68	x	-6%	0%	x	x
C=CC[C@@H](CC(=O)NCCO)C(=O)N[C@@H](COC(=O)[C@@H](CC=C)Cc1ccc(F)cc1)Cc1ccccc1	x	25	11%	1%	x	308%[activator]	x
Cc1ccc(NC(=O)CN2C(=O)C3C4C=CC(C4)C3C2=O)cc1 (stereo not given)	0%	-17	8%	5%	0%	-16%	0%
CCOC(=O)c1nn(-c2ccccc2C)c2nc(-c3ccc(Cl)cc3)c(C#N)c(=O)n12	-5%	-1	4%	-4%	-10%	-15%	3%
CCC1=NN(C(=O)c2ccc(Br)cc2)C(O)(c2ccc(C)cc2)C1 (stereo not given)	-18%	0	22%	33%[activator]	15%	-15%	0%
O=C(/C=C/c1ccccc1)NCCN1CCOCC1	9%	-9	3%	-1%	4%	-33%	3%
COc1ccc(-c2noc([C@@H]3O[C@H](CO)[C@H](O)[C@H](O)[C@H]3O)n2)cc1OC	x	26	-2%	1%	x	x	x
CCOc1ccc(N=Cc2c(O)n(C(C)(C)C)c(=O)[nH]c2=O)cc1	3%	-21	-10%	7%	-2%	-10%	3%
CCOC(=O)COc1cccc2c(=O)n(CC(=O)NCc3ccc(F)cc3)ccc12	6%	u	7%	3%	-3%	-4%	-1%
O=C(Cc1ccc(Br)cc1)NCCN1CCOCC1	0%	u	3%	8%	-21%	-8%	0%
COC(=O)c1cc(S(=O)(=O)NCC2CCN(Cc3cc(C)ccc3C)CC2)c[nH]1	-6%&-4%	58&6	-8%	-7%&-4%	4%&8%	-16%	0%
CS(=O)(=O)N(Cc1ccccc1)c1ccccc1C(=O)O	3%	-2	-1%	-2%	-3%	-11%	-8%
Cc1cc(C2=NNC(=NC3CC3)SC2)c(C)n1-c1c(C)n(C)n(-c2ccccc2)c1=O	u	40	100%[activator]	-19%	0%	26%	3%
Cn1ccc2c(-c3cccc(C=O)c3)cc3c(c21)C1CCC3O1 (stereo not given)	x	10	-21%	-13%	x	x	x
Cc1ccc(CN2CCC[C@]3(N[C@H](c4ccc(C(F)(F)F)cc4)[C@@H]4C(=O)N(Cc5ccccc5)C(=O)[C@@H]43)C2=O)cc1	x	-22	-10%	4%	x	x	x
O=C(CCN1C(=O)c2ccccc2C1=O)N1CCC(c2ccccc2)C1 (stereo not given)	0%	29	-10%	-5%	-32%	2%	-12%
O=C(CSc1nc2cc(Cl)ccc2o1)c1cccs1	-19%	-4	23%	-5%	12%[11.4 µM]	-33%	6%
O=C(OCC(CO)OC(CO)n1ccc(=O)[nH]c1=O)c1ccccc1 (stereo not given)	5%	8	-9%	17%	6%	-6%	0%
CCc1c(C)sc(NC(=O)c2cccs2)c1C#N	2%	147	10%	-16%	-2%	-27%	-5%
CC1(C(=O)NS(=O)(=O)Cc2ccccc2C(F)(F)F)CCN1C(=O)c1ccco1 (stereo not given)	x	-4	-4%	-2%	x	x	x
Cc1cc(NC(=O)CSc2nc3c(c(=O)n2-c2ccc(Br)cc2)SCC3)no1	1%	u	6%	-6%	-4%	-18%	-1%
O=C(NC(=O)N1CCCc2ccccc21)c1ccccc1	-7%	14	5%	1%	-2%	-10%	-8%
COc1ccc(NC(=O)CN(c2ccc(C(C)C)cc2)S(=O)(=O)c2c(C)noc2C)cc1OC	-2%	-40	1%	9%	-7%	-12%	0%
CCCCC(CC)CNC(=O)C1CCCN(S(=O)(=O)c2cnc[nH]2)C1 (stereo not given)	u	u	-6%	-5%	-9%	10%	1%

Of the compounds above, 2 have a thiophene ring, fused or not.
SMILES	AmpC detergent	HCMV antiviral	AMA1-RON2 inh	TbPYK inhibitor	Sm TGR inh	AmpC inh no detg	LmPK inh
O=C(CSc1nc2cc(Cl)ccc2o1)c1cccs1	-19%	-4	23%	-5%	12%[11.4 µM]	-33%	6%
CCc1c(C)sc(NC(=O)c2cccs2)c1C#N	2%	147	10%	-16%	-2%	-27%	-5%

Next section
SMILES	AmpC detergent	HCMV antiviral	AMA1-RON2 inh	TbPYK inhibitor	Sm TGR inh	AmpC inh no detg	LmPK inh
C=CC[C@@H](CC(=O)N[C@@H](CO)Cc1ccccc1)C(=O)N[C@H](COC(=O)[C@@H](CC=C)CC(=O)OC(C)(C)C)Cc1ccccc1	x	-8	-2%	-1%	x	63%[activator]	x
Cc1nc2sccn2c(=O)c1Br	-11%	-12	-20%	-4%	-6%	-3%	-1%
COCCN1C(=O)/C(=C/c2cc3c(cc2Br)OCO3)NC1=S	8%	5	31%[activator]	-11%	8%	-26%	1%
O=C(c1ccc2c(c1)CCN2S(=O)(=O)c1ccc(Cl)cc1)N1CCN(c2ccccc2F)CC1	1%	-21	x	-5%	1%	x	x
CCn1c(SCC(=O)Nc2ccccc2Br)nnc1-c1cnccn1	-8%	0	-5%	-9%	-11%	-7%	-1%
COc1cc2oc(-c3ccc(O)cc3)cc(=O)c2c(OC)c1O	-15%	28	-11%	-25%	4%	-36%	-7%
O=[N+]([O-])c1cccc(COc2ccc(CN3CCCCC3)cc2)c1	x	-5	-7%	1%	x	x	x
O=C(CSc1ncccn1)N1CCCc2ccccc21	9%	0	1%	0%	5%	-2%	1%
CCc1ccc2oc(-c3ccc(C)c(NC(=O)Cc4ccccc4)c3)nc2c1	8%	44	x	5%	-3%	x	x
CC(C)(C)n1ncc2c(=O)n(CC(=O)N3CCCC3)cnc21	0%	-9	9%	4%	0%	-15%	-2%
CC(C)Cc1nc(SCC(=O)NCC2CCCO2)c2c(=O)n(C)c(=O)n(C)c2n1 (stereo not given)	5%	-78*	-8%	-8%	-12%	-9%	-9%
COC(=O)c1ccc(=O)c2nc3/c(=C/O)c(O)cc(=O)c3[nH]c12	u	x	1.3µM*	1%	50µM*	-38%	-11%
COc1ccc(C)cc1NC(=O)NC1CC(=O)N(c2ccc3c(c2)OCCO3)C1 (stereo not given)	x	-11	-5%	0%	x	x	x
CCOC(=O)c1cc(-c2ccccc2)sc1NC(=O)C(C)C	u	10	9%	-13%	0%	16%	1%
CC(C)c1nnc(SCC(=O)NC(C)(C)C)n1C	-7%	u	25%	-2%	2%	-12%	-1%
COc1ccc(Nc2nc3ccccc3n3c(N)nnc23)cc1	18%	15	x	-1%	1%	x	x
Nc1nnc(SCCCC(=O)c2ccccc2)s1	-10%	-37	0%	6%	-9%	-2%	5%
CCN1CCCC1CNC(=O)Cn1nc(C)n2c(cc3cc(F)ccc32)c1=O (stereo not given)	-9%	6	16%	7%	0%	17%	8%
Cc1nc(-c2ccc(F)cc2)c(CC(=O)Nc2cccc(S(=O)(=O)N3CCOCC3)c2)s1	-15%	-15	7%	-9%	0%	-44%	x
COc1cccc(NC(=O)CN(C)C(=O)/C=C/c2cn(Cc3ccccc3)nc2-c2cccnc2)c1	-13%	-6	56%[activator]	1%	9%	53%	x
CCCCc1ccc(NS(=O)(=O)c2cc3c4c(c2)CC(=O)N4CCC3)cc1	7%	-23	x	-1%	-4%	x	x
CCNC(=O)c1ccc(C)c(-n2c(C)nc3cccnc32)c1	13%	0	x	-12%[15.4 µM]	6%	x	x
Cc1ccc(C(=O)N(Cc2ccc(N(C)C)cc2)Cc2ccco2)cc1	19%	-38	x	-10%	4%	x	x
COC(=O)c1cc(S(=O)(=O)NCCN2CCOCC2)cn1C	u	-23	0%	2%	-2%	-18%	-3%
NC(=O)CN1C(=O)C2(SCC(=O)N2c2cccc(F)c2)c2ccccc21 (stereo not given)	1%	9	x	2%	7%	x	x
Further results
SMILES	AmpC detergent	HCMV antiviral	AMA1-RON2 inh	TbPYK inhibitor	Sm TGR inh	AmpC inh no detg	LmPK inh
Cc1nn(C)cc1S(=O)(=O)Nc1ccc2c(c1)OCCO2	2%	u	-13%	-2%	x	-13%	0%
COc1ccc(NC(=O)CCl)cn1	2%	x	x	x	14µM*	-15%	4%
Cc1ccc(C(=O)NC(=S)Nc2cccc3nsnc23)cc1	-3%	22	6%	u	u	-20%	8%
CCN(CC)C(=O)c1sc(NC(=O)c2ccc(OC)c([N+](=O)[O-])c2)c(C#N)c1C	-11%	x	x	x	-1%	-11%	2%
CCCc1nnc(NC(=O)c2c(O)c3cccc4c3n(c2=O)CC4)s1	18%	x	-8%	1%	5%	-17%	6%
O=C(NNC(=O)C1CCN(S(=O)(=O)c2ccc(Cl)cc2)CC1)c1ccccc1	-12%	13	11%	1%	-4%	-17%	1%
O=C(CSc1ccc2ccccc2n1)NCCCN1CCCC1=O	x	3	-4%	3%	x	-20%	x
O=C(CN1CCOCC1)Nc1nc(-c2ccccc2Cl)cs1	1%	-18	7%	5%	-1%	31%	3%
CCc1ccc([C@@H]2C[C@H]3[C@@H](CN2S(=O)(=O)c2ccc(C)cc2)C(=O)C[C@@H](c2cccc(Cl)c2)N3S(=O)(=O)c2ccc(C)cc2)cc1	x	-34	18%	7%	x	x	x
Cc1cc(NC(=O)CSc2nnc(-c3ccccc3)o2)no1	6%	15	60%[activator]	1%	0%	-18%	4%
COc1ccc(C(=O)NCCCn2ccnc2)cc1	10%	15	-10%	5%	0%	-24%	0%
O=C1CCCc2nn(-c3ccccc3)c(-c3ccncc3)c21	4%	-19	3%	-6%	4%	-8%	0%
O=C(Cn1ncc(Cl)c(Cl)c1=O)N1CCOCC1	-3%	-99*	-8%	1%	-29%	-41%	1%
COc1ccc(C(C)(NC(C)=O)c2nc(-c3cccc(F)c3)cs2)cc1 (stereo not given)	x	-2	-3%	2%	x	x	x
Cc1ccccc1OCCCC(=O)Nc1ccc(N2CCOCC2)cc1	-12%	-33	-12%	-12%	6%	14%	2%
CCOc1ccc(-c2nc(CSCC(=O)NCCCN3CCCC3=O)c(C)o2)cc1	-2%	-33	-5%	0%	-21%	55%	4%
CCOC(=O)c1cn(CC)c2cc(N3CCCCC3)c(F)cc2c1=O	x	-26	9%	0%	x	x	x
O=S(=O)(c1ccc(F)c(F)c1)N1CCN(S(=O)(=O)c2cccs2)CC1	-7%	-7	1%	-1%	-18%	-4%	0%
